Assay outcomes (PubChem)
SRC1 TRFRET art: TR-FRET detection interference compounds, primary screen, artefact control for PPARgamma SRC-1 recruitment agonists, biochemical, TR-FRET emission ratio; TR-FRET detection artefact counter-screen; hits give high values; TR-FRET ratio at 8 µM; 99,000 compounds, 0.34% hits; AID 1051, 2008; in the data active means TR-FRET ratio above about 2300; further: inactives centre near 1800
SRC3 TRFRET art: TR-FRET detection interference compounds, artefact control for PPARgamma SRC-3 recruitment agonists, biochemical, TR-FRET ratio. TR-FRET artefact counter-screen, PPARgamma/SRC-3 format; hits give high values. TR-FRET ratio at 8 µM. 99,000 compounds, 0.39% hits; in the data active means TR-FRET ratio above about 2000; further: inactives centre near 1600
Active calls of the source: *. These rows are one share of the data (hit frequency here may not be typical).

SMILES	SRC1 TRFRET art	SRC3 TRFRET art
OCCC1CN(Cc2cnc(-c3ccccc3)s2)CCN1C1CCCC1 (centres undefined)	1908	1719
COc1ccc2cc(C(=O)C3CCCN(C(=O)CSc4nnc(C)o4)C3)ccc2c1 (centres undefined)	1629	1485
COc1cc(Cl)c(C)cc1NC(=O)c1ccc(NS(=O)(=O)c2ccc(F)c(F)c2)cc1	1702	1601
COc1cccc(C(=O)NC(=O)Nc2cc(C)on2)c1	1691	1489
O=C(C(=O)N1CCN(c2ccccc2F)CC1)c1c[nH]c2ccccc12	1943	1557
Cc1cc(C)c2c(=O)n(CC(=O)N3CCC(Cc4ccccc4)CC3)sc2n1	1919	1703
Cc1ccc(/C=N/NC(=O)c2nc3nc(C)cc(C)n3n2)cc1	1784	1637
COCCN(C(=S)Nc1ccc(OC)cc1)C1CCN(C(C)C)CC1	2034	1439
COc1ccc(C)cc1NC(=O)C(Sc1nnc2ccccn12)c1ccccc1 (centres undefined)	1814	1533
O=C(CSc1nncs1)NCc1ccc(F)cc1	1748	1402
CS(=O)(=O)Nc1nnc(SCC(=O)Nc2cccc([N+](=O)[O-])c2)s1	1828	1590
COc1ccc(N(C)S(=O)(=O)c2cccc(C(=O)Nc3ccc4c(c3)OCCO4)c2)cc1	1585	1641
O=C(CCSCc1ccc(Cl)cc1)NCCc1ccccc1	1865	1571
CCN(CC)CC(C)OC(=O)c1ccccc1Cl (centres undefined)	2029	1649
O=C(c1cc(-c2cccs2)on1)N1CCCc2ccccc21	1815	1656
Cc1cc(C)c(NC(=O)COC(=O)Cc2ccsc2)c(C)c1	1763	1508
O=C(NC(=S)Nc1nc(-c2ccccc2)cs1)c1cccnc1	2131	1701
CC1=C(C(=O)Nc2ccccc2F)C(c2ccsc2)C2=C(CC(C)(C)CC2=O)N1 (centres undefined)	1845	1542
Cc1ccc(C2N(c3ccccc3)C(=O)N3CCCN23)cc1 (centres undefined)	1603	1482
COc1cc(CNc2ccc(O)cc2)cc(Br)c1OCc1ccccc1F	1871	1752

6 of the compounds above, with values under each structure:
Results follow in this order: SRC1 TRFRET art | SRC3 TRFRET art
- O=C(C(=O)N1CCN(c2ccccc2F)CC1)c1c[nH]c2ccccc12
  1943 | 1557
- CS(=O)(=O)Nc1nnc(SCC(=O)Nc2cccc([N+](=O)[O-])c2)s1
  1828 | 1590
- COc1ccc(N(C)S(=O)(=O)c2cccc(C(=O)Nc3ccc4c(c3)OCCO4)c2)cc1
  1585 | 1641
- COc1ccc2cc(C(=O)C3CCCN(C(=O)CSc4nnc(C)o4)C3)ccc2c1 (centres undefined)
  1629 | 1485
- Cc1ccc(C2N(c3ccccc3)C(=O)N3CCCN23)cc1 (centres undefined)
  1603 | 1482
- Cc1ccc(/C=N/NC(=O)c2nc3nc(C)cc(C)n3n2)cc1
  1784 | 1637

(listing goes on)
SMILES	SRC1 TRFRET art	SRC3 TRFRET art
COc1cccc(NC(=O)c2ccccc2-c2ccccc2)c1	1707	1728
NS(=O)(=O)c1ccc(CCNC(=O)C2CCC(CNS(=O)(=O)c3ccc(Br)s3)CC2)cc1 (centres undefined)	1560	1391
O=C(c1cccnc1)n1nc(NCc2ccccc2)nc1NCc1ccccc1	1888	1551
CCN(C(=O)COC(=O)c1cc(NS(=O)(=O)c2ccc(Cl)c([N+](=O)[O-])c2)ccc1O)C1CCCCC1	1897	1455
O=C(NN1C(=O)CSC1=S)C(=O)NN1C(=O)CSC1=S	1843	1582
CCCNC(=O)COC(=O)CCC(=O)c1cccs1	2187	1608
Fc1cccc(CN2CCN(c3ncccn3)CC2)c1	1676	1577
NC(=O)c1ccccc1O	1592	1667
N#Cc1c(Cl)nsc1NN	1749	1471
COc1cccc(CN(C)c2nc(-c3cccs3)nc3ccccc23)c1	2069	1821
O=C(NCCC1=CCCCC1)C(=O)c1c[nH]c2ccccc12	1804	1622
Cc1cc(NC(=O)CSc2nc3cc(Cl)ccc3c(=O)n2Cc2ccco2)no1	1826	1521
COc1ccc(C(=O)COC(=O)C2CCC(=O)N2)cc1 (centres undefined)	1804	1553
COc1ccc(Cc2nnc(NC(=O)Cc3cccs3)s2)cc1	1778	1603
CCOc1ccccc1N1CCN(C(=O)c2csc(C)c2CC)CC1	1944	1656
CCC(=O)N1CCCc2cc(S(=O)(=O)NCc3cccs3)ccc21	1695	1645
CCC/C=N/NC(=O)c1[nH]c2c([N+](=O)[O-])cccc2c1C	1891	1647
C#Cc1ccc([C@@H]2C=C(C(=O)N3CCN(Cc4ccc5c(c4)OCO5)CC3)O[C@H](OCCCCO)C2)cc1	1603	1613
COc1ccc(CC(NC(C)=O)C(=O)N2CCN(C(=O)Nc3cccc(F)c3)CC2)cc1OC (centres undefined)	1522	1565
CCc1c(C)nc2ncnn2c1NCCc1ccc(Cl)cc1	1627	1587

Quoted from above for reference:
SMILES	SRC1 TRFRET art	SRC3 TRFRET art
O=C(NCCC1=CCCCC1)C(=O)c1c[nH]c2ccccc12	1804	1622
Cc1cc(NC(=O)CSc2nc3cc(Cl)ccc3c(=O)n2Cc2ccco2)no1	1826	1521
COc1ccc(C(=O)COC(=O)C2CCC(=O)N2)cc1 (centres undefined)	1804	1553
COc1ccc(Cc2nnc(NC(=O)Cc3cccs3)s2)cc1	1778	1603

(further entries)
SMILES	SRC1 TRFRET art	SRC3 TRFRET art
Cc1ccc(NC(=O)Cn2nnc3ccccc3c2=O)cc1	1746	1426
COC(=O)c1ccc(Nc2nnc(-c3ccc(C)c(S(=O)(=O)NCC4CCCO4)c3)c3ccccc23)cc1 (centres undefined)	1593	1568
Cc1c(NC(=O)C(=O)/C=C(\O)c2ccc(Br)cc2)c(=O)n(-c2ccccc2)n1C	1680	1542
O=C(CSCc1ccc([N+](=O)[O-])cc1)N/N=C/c1cccnc1	1886	1577
CCC(=O)Nc1ccc2ccccc2c1	1533	1493
O=c1c2cc(N3CCOCC3)ccc2[nH]c(=S)n1CCCN1CCCCCC1	2152	1452
Cc1ccccc1CN1C(=O)CSc2ccc(C(=O)N3CCOCC3)cc21	1684	1510
COc1ccc(/C=C/C(=O)NC(=S)Nc2cc([N+](=O)[O-])ccc2O)cc1OC	1775	1570
COc1cccc(CC2(CO)CCCN(Cc3ccc(CO)o3)C2)c1 (centres undefined)	2013	1616
CCCCN(C(=O)CN1CC(C)OC(C)C1)c1c(N)n(CC(C)C)c(=O)[nH]c1=O (centres undefined)	1823	1754

Individual results from the entries so far.
For SRC1 TRFRET art, Cc1ccc(NC(=O)Cn2nnc3ccccc3c2=O)cc1 has the entry 1746
For SRC3 TRFRET art, CCC(=O)Nc1ccc2ccccc2c1 has the entry 1493

(more compounds)
SMILES	SRC1 TRFRET art	SRC3 TRFRET art
COC(=O)c1ccc(C2/C(=C(\O)c3cccc(OC)c3)C(=O)C(=O)N2CCCN(C)C)cc1 (centres undefined)	2143	1661
CN1CCN(c2ccc(NC(=O)CN3CCOCC3)cc2F)CC1	1886	1383
CCCN(CCC)CCCNC(=O)c1cc2c(=O)[nH]c3ccccc3c2n1C	1663	1380
CCSc1nnc(Cn2c(=O)sc3ccccc32)n1-c1ccccc1C	1617	1410
COc1ccc(C(=O)NC(=S)Nc2cccnc2)cc1OC	1654	1527
O=C(Nc1ccc(NC(=O)c2cccs2)c(Cl)c1)c1ccco1	1735	1834
C=CCS(=O)(=O)c1cccc2cccnc12	1827	1755
CC(C)NC(=O)NC(=O)CSc1ccccc1F	1782	3589*
O=C(O)C1C(c2ccccc2)C(C(=O)OCc2ccco2)C1c1ccccc1 (centres undefined)	1515	1458
Cc1ccc(OCc2ccc(C(=O)O)o2)c([N+](=O)[O-])c1	1780	1593
CCCC(=O)OCCNc1cc(Sc2nc3ccccc3[nH]2)c2nonc2c1[N+](=O)[O-]	1554	1228
Cc1ccc(/C=C/C(=O)N2CCCC(C)C2)cc1 (centres undefined)	1760	1614
CC(C)c1ccc(NC(=O)C(c2ccccc2)N(C)C(=O)c2cnccn2)cc1 (centres undefined)	2066	1652
O=C(O)c1ccc2nc(-c3ccccc3)c(-c3ccccc3)nc2c1	1615	1397
Oc1ccc(O)c(Cc2nc3ccccc3s2)c1	1682	1587
Clc1nnc(NN=C2CCCC2)c2ccccc12	1988	1726
O=C(C1CCN(S(=O)(=O)c2cccs2)CC1)N(c1ccccn1)C1CCCCC1	1853	1656
CCOC(=O)c1c[nH]c2nc(C)ccc2c1=O	1832	1360
CCn1ncc(Br)c1C(=O)Nc1ncc(C)s1	1643	1497
CSc1cccc(NC(=S)N2CCC(N(C)C(C)C)CC2)c1	1774	1590
CN(C)C(=O)c1ccc(Cl)cc1[N+](=O)[O-]	1796	1653
O=C(Nc1nc(-c2ccc(F)c(F)c2)cs1)c1ccc(OCC2CCCO2)cc1 (centres undefined)	1913	1579
COc1ccc(C(=O)OCC(=O)NC2CC2)cc1S(=O)(=O)N1CCOCC1	1731	1283
O=C(NNc1nc(N2CCOCC2)nc(N2CCOCC2)n1)Nc1ccc(Cl)cc1	1824	1384
O=[N+]([O-])c1ccc(C[n+]2cccc3ccccc32)cc1	1797	1442
CNC(=O)c1ccsc1NC(=O)c1sc2ccccc2c1Cl	1728	1673
Cc1cccc(Nc2nc(N)c([N+](=O)[O-])c(N3CCC(C)CC3)n2)c1	1503	1636
COCCN1Cc2cc3cc(C)ccc3nc2SC1=Nc1cccc(OC)c1	1939	1660
O=C(NCCc1c[nH]c2ccccc12)C(=O)NCC(c1ccco1)N1CCN(c2ccc(F)cc2)CC1 (centres undefined)	1617	1495
COc1ccc2c(c1)CCc1c(C(=O)NCc3ccco3)noc1-2	1929	1390
CCCNC(=O)C1CCN(S(=O)(=O)c2cccc3nonc23)CC1	1799	1621
CCc1nc(SCC(=O)O)c(C#N)c2c1CCCC2	1723	1511
O=c1oc2ccccc2cc1-c1csc(NN=C2CCCC2)n1	1797	1590
Cc1cc(C(=O)N/N=C/c2ccc(-c3cccc(Cl)c3Cl)o2)n[nH]1	1864	1566
CCCn1nc(Oc2nc(NC(C)C)nc(N(C)C)n2)ccc1=O	1883	1736
CC(C)OCCCN(CC(O)c1ccccc1)CC(O)c1ccccc1 (centres undefined)	1658	1624
Cn1c(N)c(C(=O)COC(=O)CNS(=O)(=O)c2cccc(Cl)c2)c(=O)n(C)c1=O	1538	1384
Cc1cc(C(=O)COC(=O)C23CC4CC(CC(O)(C4)C2)C3)c(C)n1-c1c(C)n(C)n(-c2ccccc2)c1=O	1829	1437
COc1ccc(NC(=O)Nc2cc(F)ccc2C)cc1	1683	1634
COc1ccc(S(=O)(=O)Nc2ccc3c(c2)CCC3)cc1	1517	1398
Nn1c(-c2ccccc2)nc2ccccc2c1=O	1823	1456
O=C(Nc1ncn[nH]1)c1ccc(Cl)c(S(=O)(=O)Nc2ccc(Cl)cc2)c1	1812	1432
CC(C)NC(=O)CN(Cc1ccccc1)S(=O)(=O)c1ccccc1	1846	1527
CSc1ccccc1C(=O)Nc1cccc([N+](=O)[O-])c1	1957	1477
Cc1ccc(S(=O)(=O)NCCCCCC(=O)Nc2cccc(C)c2)cc1	1782	1569
CCOC(=O)c1ccc(NC(=S)N2CCCC(C(=O)OCC)C2)cc1 (centres undefined)	2174	1701
Cc1cccc(CSc2ccc3nnc(-c4cccs4)n3n2)c1	1952	1500
O=C(CCc1nc2ccccc2[nH]1)N1CCc2ccccc2C1	1678	1365
Cc1cccc(C(=O)OCC(=O)NCCCc2ccccc2)c1	1693	1379
COc1cccc(/C=C2\SC(=S)N(NC(=O)c3ccncc3)C2=O)c1	1636	1386
Following part.
SMILES	SRC1 TRFRET art	SRC3 TRFRET art
CCCCCNC(=O)c1ccc2c(=O)n(CCCOCC)c(=S)[nH]c2c1	2047	1388
Cc1ccccc1Nc1nc(N)nc(COC(=O)/C=C/c2ccco2)n1	1470	1502
O=C(Cn1c(COc2ccccc2)nc2ccccc21)Nc1cccc(Cl)c1	2058	1752
CCOc1ccc(CNCc2ccccc2Cl)cc1	1581	1567
COC(=O)c1cc([N+](=O)[O-])c(-n2ccnc2)c([N+](=O)[O-])c1	1736	1580
OC(CN1CCc2ccccc2C1)c1ccccc1 (centres undefined)	1786	1623
N#Cc1cc2c(=O)n3ccccc3nc2n(Cc2ccco2)c1=NC(=O)c1ccco1	1941	1708
Cc1sc2nc(CN3CCOCC3)[nH]c(=S)c2c1C	1845	1733
COc1ccc(NC(=O)c2ccccc2N(Cc2ccccc2)S(C)(=O)=O)cc1	1679	1428
COCCN1CCCC(CNCc2cn(C)nc2-c2ccc(Oc3ccccc3)cc2)C1 (centres undefined)	1815	1750
Cc1c(C(=O)O)oc2ccc(S(=O)(=O)N3CC(C)CC(C)C3)cc12 (centres undefined)	1981	1620
Cc1nc(N2CCC(C(N)=O)CC2)c2nnn(Cc3ccccc3)c2n1	1551	1575
O=C(Nc1ccc(Oc2ccc(NC(=O)C3CCCO3)cc2)cc1)C1CCCO1 (centres undefined)	1770	1586
O=C(O)CCNS(=O)(=O)c1ccccc1C(F)(F)F	2049	1557
CCn1c(Nc2ccccc2Cl)nc2ccccc21	1933	1629
CC(C)(C)C(=O)NC(NC(=O)C(C)(C)C)c1ccc([N+](=O)[O-])cc1	1681	1598
O=C(N/N=C/c1ccc(-c2cccc([N+](=O)[O-])c2)o1)c1ccc([N+](=O)[O-])cc1	1881	1363
CC(C)(O)C#Cc1ccc(CN2CCN(Cc3ccccc3)C(CCO)C2)s1 (centres undefined)	1592	1535
Cc1cccc(OCc2nnc(SCC(=O)OC3CCCCC3)o2)c1	1572	1777
CC1CCCN(C(=O)COc2ccc(Nc3ccccc3)cc2)C1 (centres undefined)	1969	1645
O=[N+]([O-])c1ccc(CN2CCOCCOCCOCC2)cc1	1661	1630
CN1CCN(C(=O)C2=C[C@@H](c3ccc4c(c3)OCO4)C[C@@H](OCc3ccc(CO)cc3)O2)CC1	1668	1760
O=C(N/N=C/c1cccnc1)c1ccc2c(c1)OCCO2	1793	1696
